HSF1 activator = increases HSF-1 driven luciferase reporter signal; hit rate 1.7% among 300,000; activation, % at 9 µM; AID 504408; NIH3T3-HGL HSF-1 luciferase reporter, MG132, 8 h; 100% = twice DMSO control signal;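 active means mean replicate activation of at least 50% with a set share of replicates each reaching 50%; inconclusive means only one of those two conditions met; inactive means mean below 50% and too few replicates reaching it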;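 further: 0% = median of the neutral control wells and 100% = twice that signal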
HSF1 inhib = HSF1 inhibition | NIH3T3-HGL HSE-luciferase, MG132-induced, luminescence 8 h; hits give low values | activity change, negative = inhibition, % at 7.5 µM (by protocol) | hit rate 0.77% among 300,000;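 active means more than half of replicate wells show activity change below -50%, luminescence cut by over half; inconclusive means some wells, but at most half, below -50%; inactive means no replicate well below -50%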;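 further: luciferase reports HSF-1 transcriptional activity via heat shock element; 0% = median of DMSO wells and -100% = zero luminescence signal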
IEC-6 tox = counter-screen for KLF5 inhibitors: cytotoxicity in IEC-6 cells | IEC-6 cytotoxicity, luminescence viability | inhibition, % at 5 µM | hit rate 0.78% among 290,000 | AID 1825; in the data active means inhibition above about 22%;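 further: 0% = plate median of test compound wells and 100% = cytotoxic reference compound wells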
GSK3B inh = blocks human GSK3beta kinase activity; GST-GSK3beta kinase, ADP-Glo luminescence, 60 min; hits give low values; hit rate 0.038% among 300,000; activity score (negative = inhibition), % at 10 µM;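 active means more than half of replicate wells score below -50%, meaning over 50% inhibition versus plate controls; inconclusive means some replicates but at most half score below -50%; inactive means no replicate scores below -50%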;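 further: 0% = median DMSO wells and -100% = median GW8510 positive control wells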
Target sequence (P49841 whole entry, looked up): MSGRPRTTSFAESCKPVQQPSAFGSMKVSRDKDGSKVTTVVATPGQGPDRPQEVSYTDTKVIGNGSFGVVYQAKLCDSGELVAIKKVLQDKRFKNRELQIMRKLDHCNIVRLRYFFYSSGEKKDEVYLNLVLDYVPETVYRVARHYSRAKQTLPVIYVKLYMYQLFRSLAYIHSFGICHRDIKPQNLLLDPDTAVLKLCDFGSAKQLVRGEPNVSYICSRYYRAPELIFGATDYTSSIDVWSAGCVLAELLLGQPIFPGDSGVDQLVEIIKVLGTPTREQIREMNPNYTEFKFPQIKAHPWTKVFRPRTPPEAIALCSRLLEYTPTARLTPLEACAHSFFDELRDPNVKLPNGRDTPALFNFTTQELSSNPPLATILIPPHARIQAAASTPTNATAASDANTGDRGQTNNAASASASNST
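Assay system: GST-tagged human GSK3beta kinase, cell-free; Input: 1.6 ng GSK3beta; Medium: Tris/MgCl2 kinase buffer; Timing: 60 min enzyme reaction, room temperature; Signal: ADP-Glo luminescence quantifying ADP generated by kinase; Evaluation: score relative to plate controls; Benchmarks: DMSO neutral wells and GW8510 at 20 µM as positive.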
aSyn 5UTR inh = 5' untranslated region of α-synuclein, MLPCN primary screen | inhibition, % (tested at 7.5 µM) | hit rate 0.82% among 300,000 | AID 1813 | alpha-synuclein 5'UTR reporter, inhibitor activity; in the data active means inhibition above about 60%; inconclusive means no clear call, values can overlap the other calls;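 further: H4 neuroglioblastoma cells stably carrying SNCA 5'UTR luciferase fusion; 0% = DMSO wells and 100% = positive control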
KLF5 inh = inhibitors of KLF5 expression. hit rate 0.23% among 290,000. DLD-1 KLF5 promoter-luciferase reporter, luminescence. inhibition, % at 5 µM. AID 1700;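 active means inhibition above a per-plate limit of that plate's mean compound inhibition plus 3 SD, cut at about 60% in these data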;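 further: 0% = DMSO wells and 100% = LY294002 at 200 µM; higher means less KLF5 promoter-driven luciferase light; inactives centre near -14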
AI-2 QS mod = modulates the Vibrio harveyi AI-2 quorum sensing system; AID 2094; activity change, % at 7.5 µM; hit rate 0.4% among 300,000; Vibrio harveyi JMH597 AI-2 luminescence/OD600 ratio, 9 h; hits give low values; strain lacks LuxN and CqsS sensors; 0 = neutral-control median; in the data active means activity change below about -75%, passing the limit was not always enough; inconclusive means no clear call, values can overlap the other calls;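 further: luminescence divided by OD600 gain over 9 h not by final OD600 alone; inactives centre near 13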
HIF act = HIF pathway transcriptional activation | U2OS HRE-luciferase reporter, luminescence; normalized: DMSO 0%, desferrioxamine 100% | activation, % at 7.5 µM (by protocol) | hit rate 0.32% among 300,000 | AID 1910;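 active means mean activation of at least 10% of the iron chelator positive control signal, with at least half of replicates also reaching 10%; inconclusive means mean and replicate majority disagree about reaching 10%; inactive means mean and most replicates under 10%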
HSP90 inh = HSP90 refolding inhibition in rabbit reticulocyte lysate; luciferase refolding luminescence, 3 h; inhibition, % at 5.6 µM; hit rate 0.91% among 290,000; AID 1789;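 active means inhibition above the screen-wide mean plus 3 SD, computed separately per campaign, cut at about 16% in these data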;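 further: 0% = DMSO wells and 100% = 60 µM geldanamycin wells; inhibitors lower the luminescence because luciferase stays unfolded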
GSK3A inh = human GSK-3 alpha kinase inhibition. P49840. ADP-Glo luminescence, 60 min. inhibition, % at 10 µM. hit rate 0.1% among 320,000;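 in the data active means inhibition above about 50%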;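 further: GST-tagged GSK-3 alpha with peptide substrate and 25 µM ATP; 0% = DMSO neutral wells and 100% = GW8510 positive control wells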
Target sequence (P49840 whole entry, looked up): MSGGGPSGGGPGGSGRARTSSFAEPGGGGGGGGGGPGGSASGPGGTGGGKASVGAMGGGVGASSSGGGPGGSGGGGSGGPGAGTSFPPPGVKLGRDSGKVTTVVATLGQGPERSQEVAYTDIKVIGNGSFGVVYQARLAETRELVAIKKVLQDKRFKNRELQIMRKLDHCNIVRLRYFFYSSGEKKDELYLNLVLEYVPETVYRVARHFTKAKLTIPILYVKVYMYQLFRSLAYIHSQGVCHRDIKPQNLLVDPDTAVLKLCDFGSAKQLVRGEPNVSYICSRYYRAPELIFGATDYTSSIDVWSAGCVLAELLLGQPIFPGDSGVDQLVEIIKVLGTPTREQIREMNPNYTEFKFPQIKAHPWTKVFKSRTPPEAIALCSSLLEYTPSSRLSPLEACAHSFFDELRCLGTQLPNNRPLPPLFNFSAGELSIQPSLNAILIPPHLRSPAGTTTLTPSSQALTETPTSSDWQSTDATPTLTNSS
* = called active by the depositor; ? = inconclusive; . = not tested or not shown.

SMILES	HSF1 activator	HSF1 inhib	IEC-6 tox	GSK3B inh	aSyn 5UTR inh	KLF5 inh	AI-2 QS mod	HIF act	HSP90 inh	GSK3A inh
COC(=O)N/N=C/c1ccc(-c2cc(Cl)ccc2Cl)o1	-2	-4	-5	-1	37	8	20	-0.3	-3	3
CN(c1ccc(C(=O)Nc2nccs2)cc1)S(=O)(=O)c1ccccc1	25	2	2	0	-104	-3	11	0.0	-3	1
Cc1c(NC(=O)c2ccc(S(=O)(=O)N3CC(C)OC(C)C3)cc2)c(=O)n(-c2ccccc2)n1C (stereo not drawn)	16	-9	-4	0	0	3	-5	-0.1	-2	-2
Cc1c(O)ccc2c3c(c(=O)oc12)CCC(C)C3 (stereo not drawn)	10	-10	2	-1	28	-4	12	-0.1	-4	36
CC1CCC(C(C)C)C(OC(=O)CSc2nnc(N)s2)C1 (stereo not drawn)	6	3	-1	5	-5	5	18	-0.2	-3	.
CCCn1nnc(NC(=S)NC(=O)/C=C/c2ccco2)n1	-20	-2	-5	-2	-1	4	8	-0.4	0	12
COc1ccc(NC(=O)CCCNC(=O)c2ccc(Cl)cc2)c(OC)c1	43	12	-2	.	7	-4	.	0.8	-2	-3
O=C(CSc1nncs1)NCc1ccc(F)cc1	14	-2	-8	4	-9	-23	1	0.0	0	-1
Cc1ccc2cc(CCNC(=O)CCCc3ccccc3)c(=O)[nH]c2c1	-7	0	0	-2	15	-20	14	-0.7	-1	8
COc1cc(C)nc(N2CCC(C(=O)NC3CCCCC3)CC2)n1	-12	-7	-1	1	12	-24	5	.	4	-3
C=CCOC(=O)C1=C(C)Nc2ncnn2C1c1cccs1 (stereo not drawn)	10	5	0	-2	1	-9	1	-0.1	-2	4
COC(=O)c1cc(C(C)=O)c(C)[nH]c1=O	2	-5	2	0	10	-23	20	0.2	-1	2
COc1ccc(C(C(=O)NC(C)(C)C)N(CCC(C)C)C(=O)CCC(=O)Nc2cc(C)on2)cc1 (stereo not drawn)	22	5	9	-1	20	2	10	-0.1	0	-4
O=C(Nc1ccc([N+](=O)[O-])cc1)N1CCc2ccccc2C1	10	20	3	-4	-106	-59	10	1.1	3	1
CCOC(=O)Cc1cc(=O)n2[nH]cc(-c3ccc(Cl)cc3)c2n1	0	-4	11	4	11	8	68	-0.2	8	0
CCOC(=O)c1sc2ncn(C(C)C(=O)OC)c(=O)c2c1C (stereo not drawn)	3	-2	2	7	-1	1	34	0.4	-3	-5
COC(=O)c1ccccc1C(=O)N(Cc1cccnc1)CC1CCCN(C2CCCCC2)C1 (stereo not drawn)	9	3	7	2	-3	-12	-5	-0.7	3	-2
CCOC(=O)C(NC(=O)Nc1ccc(Cl)cn1)(Oc1ccc(F)cc1)C(F)(F)F (stereo not drawn)	-37	-21	25*	-1	-52	-3	21	-0.1	-2	6
O=C1OCc2cc(NS(=O)(=O)c3cccs3)ccc21	10	-4	2	-1	-8	-22	22	0.6	0	0
CCOc1ccc(CNc2ccc(N3CCCC3)cc2)cc1	-26	-28	1	0	-58	14	28	-1.2	6	.
CN(C)CCCn1c2c(c(SCC(=O)Nc3ccc4c(c3)OCO4)nc1=O)CCCC2	-4	0	.	-2	-13	.	4	0.8	.	1
Cc1cc(OCC(=O)NN2C(=O)c3ccccc3C2=O)ccc1Cl	-1	4	8	2	12	-15	11	-0.3	-1	-4
CC(C)c1nc(-c2ccccn2)no1	.	.	5	-3	-26	10	14	0.5	-2	0
O=C(NCc1ccc2c(c1)OCO2)c1ccccn1	-37	-19	-6	2	-17	-12	12	3.7	2	0
CCOc1ccccc1-n1c(SCC(N)=O)nnc1-c1ccco1	3	-5	10	-2	19	5	20	0.1	1	-1
CC(O)c1cccc(NC(=O)CCC(=O)O)c1 (stereo not drawn)	11	-2	-3	-1	21	-23	30	0.0	0	0
COCCCNCC(O)COc1cccc2[nH]c(C)cc12 (stereo not drawn)	-9	1	2	-6	24	8	12	-0.6	1	-1
CCCOC(=O)c1c(NC(=O)CSc2nc(-c3ccco3)cc(C(F)(F)F)n2)sc(C(=O)OC)c1C	-6	2	0	2	33	-23	21	-0.2	2	.
COC(=O)C1=C(C(=O)OC)C(c2cc(Br)ccc2O)c2sc(=O)[nH]c2S1 (stereo not drawn)	.	.	2	.	.	-13	.	.	-2	22
CCOC(=O)N1CCC(NC(=O)CCC(=O)N2CC(C)Oc3ccc(Cl)cc32)CC1 (stereo not drawn)	0	-1	7	-1	25	17	8	-0.3	1	-2

2 records picked at random from those above:
SMILES	HSF1 activator	HSF1 inhib	IEC-6 tox	GSK3B inh	aSyn 5UTR inh	KLF5 inh	AI-2 QS mod	HIF act	HSP90 inh	GSK3A inh
CC(C)c1nc(-c2ccccn2)no1	.	.	5	-3	-26	10	14	0.5	-2	0
Cc1cc(OCC(=O)NN2C(=O)c3ccccc3C2=O)ccc1Cl	-1	4	8	2	12	-15	11	-0.3	-1	-4

(cont.)
SMILES	HSF1 activator	HSF1 inhib	IEC-6 tox	GSK3B inh	aSyn 5UTR inh	KLF5 inh	AI-2 QS mod	HIF act	HSP90 inh	GSK3A inh
O=C(COC(=O)CC(c1ccccc1)c1ccccc1)Nc1ccc(F)c(F)c1	10	-5	-3	2	-1	-37	5	-0.2	3	.
COc1ccc(-n2c(SCC(=O)N3CCc4ccccc43)nnc2-c2c[nH]c3ccccc23)cc1	7	-3	-5	3	22	-1	12	-0.1	-4	-2
CCc1ccc(-n2c(SCC(=O)N3Cc4ccccc4CC3C(=O)O)nnc2-c2ccncc2)cc1 (stereo not drawn)	-11	1	-4	0	5	-15	16	-0.5	4	.
CCCCNS(=O)(=O)c1ccc(OC)c(C)c1	12	-2	-7	3	-5	-5	-10	-0.9	-3	-4
COC(=O)C1=C(Nc2cc(Cl)cc(Cl)c2)CSC1	9	3	0	-13	0	12	1	-0.2	2	0
Cc1nc(NC(=O)c2ccccc2)sc1-c1csc(N)n1	22	14	17	-1	-39	-79	15	2.1	61*	3
COc1ccc(OC)c(/C=N/NC(=O)c2ccc(N(C)S(=O)(=O)c3ccccc3)cc2)c1	30	0	4	1	12	-13	13	0.0	-5	-1
COC(=O)C(C)Sc1nc(N)c(NC(=O)c2ccco2)c(=O)[nH]1 (stereo not drawn)	8	-3	3	1	-8	-15	21	-0.7	8	-1
O=C(NNC(=S)Nc1ccc(Cl)cc1)c1cccs1	?	39	2	2	-125	-127	26	2.6	0	-4
COC(C[C@@H]1O[C@@H]1C(=O)[C@H](C)OCc1ccccc1)OC	12	-2	.	1	-9	.	6	0.4	.	-2
CCC(c1nnnn1Cc1cccs1)N1CCN(C(=O)c2ccco2)CC1 (stereo not drawn)	4	-3	-1	3	1	-28	17	-0.6	2	1
CC(/C=C(\NC(=O)c1ccccc1)C(=O)N=Nc1c(O)[nH]c2ccc(C)cc12)=C\c1ccccc1	-54	-48	-10	-1	-38	-38	60	-1.1	0	0
COc1ccccc1Nc1nc(N(C)c2ccccc2)nc(N)c1[N+](=O)[O-]	-5	1	5	-1	3	-21	14	-0.2	1	-2
Cc1cccc(/C(N)=N/OC(=O)c2cccc3ccccc23)c1	35	23	4	0	-52	-158	-85*	3.3	1	-2
S=c1[nH]nc(-c2n[nH]c3c2CCC3)n1/N=C/C=C/c1ccco1	30	1	-18	2	-6	20	48	-0.4	-1	3
CN(C)c1ccc(/C=C(/NC(=O)c2ccccc2)C(=O)NCCN2CCOCC2)cc1	-5	-10	3	0	-25	-2	11	0.5	-2	0
CCC(=O)Nc1cccc(NC(=S)NC(=O)c2ccccc2C)c1	17	16	3	3	-113	-5	7	4.2	4	-1
CCOC(=O)N1CCN(C(=O)CN(C2CCCCC2)S(=O)(=O)c2ccc(Cl)cc2)CC1	24	1	-4	-1	22	-34	14	-0.5	3	-2
COc1ccc(OC)c(NC(=O)C2CCCN2S(=O)(=O)c2cccc3nsnc23)c1 (stereo not drawn)	29	10	5	3	5	-13	31	-0.1	-3	9
CC(C)(C)NC(=O)c1ccc(NC(=O)CSc2ccccc2)cc1	18	2	4	1	-10	-21	24	0.0	-1	-3
O=C(N/N=C/C(Cl)=C\c1ccccc1)c1ccco1	46	32	-5	2	-224	-126	5	3.8	-3	1
Cc1ccc(C(=O)c2cnc3ccccc3c2-c2ccccc2)cc1	-14	-10	0	3	11	-28	29	0.0	5	-1
O=C(c1ccc(F)cc1)N1CCC(C(=O)N2CCN(S(=O)(=O)c3ccccc3Br)CC2)CC1	-3	-1	.	-4	22	.	35	1.5	.	1
CCN(CC)C(=O)CCCc1c[nH]c2ccccc12	-14	-3	0	-2	-35	-15	6	0.2	1	-3
COc1ccc(OCC(=O)N2CCN(C(=O)COc3ccc(Br)cc3)CC2)cc1	4	6	3	0	25	-13	6	0.0	-1	0
O=C(NCCC1CCCCN1S(=O)(=O)c1ccccc1)C(=O)NC1CC1 (stereo not drawn)	5	5	.	-3	-1	.	11	0.0	.	0
CSc1ccc(/C=N\NC(=O)CC(=O)NC(C)C)cc1	-4	-2	-11	-4	-4	-35	17	0.4	-6	0
COc1ccc(C(=O)N2CCN(C3CCC(c4ccccc4)CC3)CC2)cc1OC (stereo not drawn)	-13	0	2	4	27	-7	3	-0.4	0	0
CCc1ccc2c(c1)C1(SC(NC(C)=O)=NN1C(C)=O)C(=O)N2C(C)C (stereo not drawn)	3	9	0	-2	27	-8	2	-0.3	0	-4
C=C(C)C1Cc2nc(N)nc(C)c2C1 (stereo not drawn)	8	2	0	2	9	-4	12	0.1	-1	-3
C=CCNC(=O)/C(=C\c1ccc(OC)cc1)NC(=O)c1ccc([N+](=O)[O-])cc1	-7	-8	-5	-1	-5	-33	43	0.1	3	-2
COc1ccc(/C=C/c2nc3ccccc3c(=O)n2-c2cccc(C(=O)O)c2)cc1	-56	-41	-1	3	11	-14	14	0.3	0	-5
Cc1c(C)n(O)c2ccc3nonc3c12	10	-4	-7	-3	-12	-18	17	0.2	3	3
COc1ccc(-n2nc3c(c2NC(=O)CCCl)CSC3)cc1	-6	-3	-1	-1	-27	-4	6	-1.6	1	-3
O=[N+]([O-])c1ccc(Oc2cc(NC3CCCCCCC3)c([N+](=O)[O-])cc2[N+](=O)[O-])cc1	-3	2	-5	-1	14	-19	7	-0.2	1	-2
O=C(CCN1CCc2ccccc2C1)c1ccc2c(c1)OCCO2	0	-2	4	6	5	-17	10	-0.1	3	-6
CC1(C)C(N(O)C(=O)Nc2ccc(Cl)cc2)N(c2ccc(Cl)cc2)C(=O)N1CC(=O)NN (stereo not drawn)	16	13	-1	-1	18	-30	10	0.1	2	-6
CSc1nc(NS(=O)(=O)c2cc(Br)ccc2Br)cc(=O)[nH]1	0	-18	-4	-3	1	6	11	-0.4	2	-2
O=C(NCC1CCCCC1)c1ccc(=O)[nH]c1	12	-3	4	0	11	11	11	-1.2	1	-2
CN(Cc1ccccc1)C(=O)c1ccccc1Br	-3	-6	-3	2	7	-7	8	-0.5	-8	0
